Screening results (PubChem BioAssay)
Tat transport: E. coli Tat transport inhibition. E. coli MC4100 TorA-mCherry Tat export, fluorescence. AID 488895. inhibition, % at 10 µM. 340,000 tested, 0.036% active;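 active = mean replicate inhibition at least 50% and at least half of replicates individually reaching 50%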;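 also: exported cargo escapes ClpAP degradation while cytoplasmic cargo is degraded and loses fluorescence; 0% = median of neutral control wells and 100% = median of NaSCN control wells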
HTR5A ag: activates human HTR5A in OPRM1-OPRD1 agonist counter-screen; 340,000 tested, 0.61% active; HTR5A agonist assay, luminescence, cell-based; activation, % at 9.3 µM; P47898; in the data active = activation mostly above about 9.5%, no sharp cut-off; inactive = mostly below about 7.6%;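 also: 0% = cells with vehicle only and 100% = reference agonist; strong numbers were not always called active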
SUMO Mot1 rescue: blocks SUMOylation pathway, rescuing yeast Mot1-301 growth; S. cerevisiae Mot1-301 growth rescue, ATP luminescence, 38.5C; percent above DMSO median, 100 means doubled; growth rescue, % at 18.8 µM; 320,000 tested, 1% active;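 active = every valid replicate shows activation above 250% relative to neutral control wells; inactive = the rest, any valid replicate at or below 250%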;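 also: OY570 slx delta 5 strain wells were the positive control but not used for scaling; some compounds called inactive have numbers as strong as hits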
AddAB inh: less growth of phage-infected E. coli with AddAB; E. coli expressing H. pylori AddAB, absorbance growth; 330,000 tested, 0.29% active; AID 435030; inhibition, % at 11.9 µM; in the data active = inhibition above about 12%;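 also: 0% = vehicle wells of infected cells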
CDK5 p35 inh: CDK5/p35 (human) kinase inhibition. Q00535+Q15078. Recombinant CDK5/p35, ADP-Glo luminescence, 60 min. inhibition, % at 10 µM. 330,000 tested, 0.01% active;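 active = highest replicate inhibition of at least 50% and at least 75% of replicates reaching 50%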;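 also: plate controls were DMSO neutral control for no effect and GW8510 at 10 µM for full effect; many of its hits are not listed in these tables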
Target sequence (Q00535 whole entry, looked up): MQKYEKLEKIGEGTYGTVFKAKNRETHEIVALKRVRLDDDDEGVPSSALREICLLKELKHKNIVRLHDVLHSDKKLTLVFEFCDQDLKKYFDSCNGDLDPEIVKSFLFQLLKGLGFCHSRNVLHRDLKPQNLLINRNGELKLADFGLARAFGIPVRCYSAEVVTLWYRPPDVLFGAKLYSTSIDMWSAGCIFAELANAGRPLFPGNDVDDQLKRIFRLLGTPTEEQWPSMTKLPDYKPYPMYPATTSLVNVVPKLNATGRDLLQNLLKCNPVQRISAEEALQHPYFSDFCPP
Target sequence (Q15078 whole entry, looked up): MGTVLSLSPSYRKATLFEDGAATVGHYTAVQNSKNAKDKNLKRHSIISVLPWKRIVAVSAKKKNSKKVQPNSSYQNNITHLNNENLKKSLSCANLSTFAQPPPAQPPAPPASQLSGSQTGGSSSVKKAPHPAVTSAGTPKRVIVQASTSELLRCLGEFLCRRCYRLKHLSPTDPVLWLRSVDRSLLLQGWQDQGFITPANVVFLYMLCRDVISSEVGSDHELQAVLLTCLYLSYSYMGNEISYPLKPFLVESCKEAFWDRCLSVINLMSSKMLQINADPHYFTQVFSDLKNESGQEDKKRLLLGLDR
Ecoli viability: reduces bacterial viability in AddAB counter-screen; E. coli V3065 growth, OD600 absorbance, 18 h; inhibition, % at 11.9 µM; 330,000 tested, 0.27% active; AID 449728;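 active = inhibition above the campaign's mean inhibition across all tested compounds plus 3 SD, cut at about 9.9% in these data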;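 also: uninfected addAB+ strain grown without phage in ampicillin broth; 0% = DMSO wells and 100% = ciprofloxacin 0.95 µg/ml wells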
phage Ecoli inh: E. coli growth loss with phage present. growth absorbance. 360,000 tested, 0.26% active. inhibition, % at 11.9 µM; in the data active = inhibition above about 11%
DAGLB inh: diacylglycerol lipase beta (human) inhibition. HEK293T DAGLB membrane lysate, EnzChek fluorogenic substrate. inhibition, % at 5.17 µM. 340,000 tested, 0.059% active. AID 504411; in the data active = inhibition above about 34%;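 also: 0% = enzyme with vehicle and 100% = wells lacking enzyme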
PKA-R2B act: PKA-R2B complex activation; PKA-R2B holoenzyme dissociation, Cy5-IP20 fluorescence polarization; R2B truncated from residue 108, S112A mutant; 0% DMSO only, 100% 113 µM cGMP; 340,000 tested, 0.079% active; P22694+P31323; AID 504700; activation, % at 11.4 µM;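 active = activation above a cutoff set at the mean over all compounds plus 3 SD, cut at about 18% in these data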;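 also: higher means more holoenzyme dissociation and a rise in polarization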
Target sequence (P31323 whole entry, looked up, other chains not shown, the tested form may be a part): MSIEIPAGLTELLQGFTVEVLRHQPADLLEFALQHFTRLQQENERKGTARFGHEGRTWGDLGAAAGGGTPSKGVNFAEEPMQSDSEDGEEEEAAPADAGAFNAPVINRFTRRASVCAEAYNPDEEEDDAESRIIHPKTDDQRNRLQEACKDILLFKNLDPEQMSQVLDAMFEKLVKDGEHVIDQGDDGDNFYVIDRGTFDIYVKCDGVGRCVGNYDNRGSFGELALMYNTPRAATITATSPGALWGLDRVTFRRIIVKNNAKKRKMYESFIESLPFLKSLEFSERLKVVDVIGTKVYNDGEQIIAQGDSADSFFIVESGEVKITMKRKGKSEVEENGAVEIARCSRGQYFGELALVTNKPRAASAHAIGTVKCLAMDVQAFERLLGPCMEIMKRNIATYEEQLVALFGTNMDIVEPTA
PKA-R1A activ: activates the PKA-R1A holoenzyme complex; 340,000 tested, 0.083% active; activation, % at 11.4 µM; P00514+P68181; PKA-R1A dissociation, Cy5-IP20 fluorescence polarization; scaled: DMSO 0%, 113 µM cGMP 100%; AID 504707;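 active = percent activation above the mean of all tested compounds plus 3 SD, cut at about 19% in these data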;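 also: higher means more PKAc released from R1A so a rise in polarization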
HTR5A inv ctr: inverse agonist of human HTR5A in OPRM1-OPRD1 counter-screen; inhibition, % at 9.3 µM; 340,000 tested, 0.083% active; HTR5A cell line, luminescence, inverse agonism; AID 504634; in the data active = inhibition mostly above about 23%, no sharp cut-off; inactive = mostly below about 18%;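 also: 0% = cells with DMSO and 100% = no-cell wells with DMSO; some compounds called inactive have numbers as strong as hits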
Starred values were filed as active, the others as inactive; nt = not tested or not shown.

SMILES	Tat transport	HTR5A ag	SUMO Mot1 rescue	AddAB inh	CDK5 p35 inh	Ecoli viability	phage Ecoli inh	DAGLB inh	PKA-R2B act	PKA-R1A activ	HTR5A inv ctr
O=C(/C=C/c1ccc(Cl)c(Cl)c1)Nc1cccnc1	-4	7	4	2.3	1.5	4.7	4.4	0	-7	-13	-1
O=C(c1ccc2nc(N3CCOCC3)sc2c1)N1CCN(C(=O)c2ccco2)CC1	9	12	120	2.8	-2.4	0.7	1.8	-3	5	0	-36
CCCCCN(C(=O)CCC(=O)OCC(=O)c1ccc(C(C)(C)C)cc1)c1c(N)n(CCCC)c(=O)[nH]c1=O	-29	1	4	-1.0	1.0	-2.4	2.6	6	-1	8	-2
Cc1cccc(CSc2nnc3c(n2)[nH]c2ccccc23)c1	-5	4	-10	-2.6	1.3	-2.3	2.4	1	14	3	-10
CC1(C)CC(NC(=O)C23CCC(C)(/C(=N/O)C2)C3(C)C)CC(C)(C)N1 (stereo unspecified)	-4	-3	-7	1.8	-4.1	0.8	2.7	1	4	-8	6
OCCNCc1cccc(OCc2ccccc2Cl)c1	2	0	6	1.9	-1.9	-1.3	2.5	1	-10	-2	-1
CC1(C)CC(C#N)(N2CCOCC2)CCO1 (stereo unspecified)	-1	2	54	-0.7	1.1	2.3	3.6	2	12	-2	-6
CCc1cc2c(CN3CCN(CC)CC3)cc(=O)oc2cc1O	-7	1	-10	1.6	0.2	-0.3	3.3	0	-9	1	5
Cc1cccc(Cn2nc(C)cc2NC(=O)Cn2cc([N+](=O)[O-])cn2)c1	0	0	7	0.8	0.1	-2.1	-1.7	0	-7	0	-1
COc1ccc(S(=O)(=O)N(C)c2ccc(C(=O)Nc3c(C)n(C)n(-c4ccccc4)c3=O)cc2)cc1	3	-3	-4	-2.1	-5.4	-0.7	-1.2	1	0	-6	7
O=C(O)C1CC(=O)N(Cc2cccs2)C1 (stereo unspecified)	-7	3	3	-0.4	-1.6	-1.4	2.4	3	-11	1	-24
CCOC(=O)c1c(S(=O)(=O)NCC(=O)NCc2ccccc2)c(C)n(C)c1C	-2	1	-3	3.4	-0.3	-0.7	-0.9	-1	0	-1	-3
O=C(COC(=O)COc1ccccc1F)NCc1ccco1	-1	-1	2	-0.3	1.4	-0.5	3.6	1	0	14	5
CCOC(=O)N1CCN(C(=O)c2cc(-c3ccc(F)cc3)[nH]c2C)CC1	-4	1	-4	1.3	1.2	-2.3	2.0	0	-5	-4	-9
COc1ccc(C(CNC(=O)C2CC(=O)N(Cc3ccccc3)C2)N2CCCC2)cc1 (stereo unspecified)	-1	0	-1	0.3	0.2	-0.5	-0.3	2	-1	-8	-1
S=C(NCc1cccs1)Nc1cccc(Cl)c1	8	1	-14	4.6	-1.5	2.7	nt	-4	-9	-7	-12
CCS(=O)(=O)N1CCCC(C(=O)Oc2ccc(Br)cc2)C1 (stereo unspecified)	-3	-1	-9	2.0	2.9	-2.2	0.6	-2	0	0	3
CCOc1ccc(CCNC(=O)COC(=O)COc2ccc(Br)cc2)cc1OCC	-1	-2	-20	3.9	-1.6	0.8	-1.2	-5	2	3	4
CCN(CC)CCCC(C)NC(=O)c1c(NC(=O)c2ccccc2)sc2c1CCCC2 (stereo unspecified)	3	0	5	1.2	-1.1	-1.9	-0.6	0	1	-6	1
CCOC(=O)c1ccc(Nc2ncnc3ccc(C)cc23)cc1	-7	0	19	2.6	-0.2	-0.6	2.9	-2	-6	-1	8

Single entries from above:
CCOc1ccc(CCNC(=O)COC(=O)COc2ccc(Br)cc2)cc1OCC in DAGLB inh reads -5
CC1(C)CC(NC(=O)C23CCC(C)(/C(=N/O)C2)C3(C)C)CC(C)(C)N1 (stereo unspecified) in DAGLB inh reads 1
O=C(c1ccc2nc(N3CCOCC3)sc2c1)N1CCN(C(=O)c2ccco2)CC1 in DAGLB inh reads -3

(listing goes on)
SMILES	Tat transport	HTR5A ag	SUMO Mot1 rescue	AddAB inh	CDK5 p35 inh	Ecoli viability	phage Ecoli inh	DAGLB inh	PKA-R2B act	PKA-R1A activ	HTR5A inv ctr
COc1ccccc1C(=O)Nc1nnc(SCC(=O)NC2CCCC2)s1	2	2	1	0.3	0.2	0.5	nt	-1	-6	-11	-5
Cc1ccc(S(=O)(=O)NNC(=S)Nc2ccc(Cl)cc2)cc1	-11	6	13	4.8	1.1	4.4	6.4	5	-9	-12	11
Cc1cc(/C=C2/SC(=S)N(c3ccc([N+](=O)[O-])cc3)C2=O)c(C)n1-c1cccnc1	-1	-2	143	1.6	-2.1	3.3	2.3	0	10	10	6
O=C(CN1C(=O)c2cccc3cccc1c23)Nc1ccccc1	-1	0	-3	-1.9	0.2	1.1	3.1	-3	-13	-6	0
CC1CCC(NC(=O)CCNS(=O)(=O)c2ccccc2)CC1 (stereo unspecified)	3	8	21	-0.6	-1.7	-0.4	1.0	0	4	7	0
CCCn1c(C)cc(/C=C(\C#N)C(=O)OCC(=O)Nc2cc(OC)c(OC)c(OC)c2)c1C	1	2	-6	1.1	-2.3	-3.8	1.2	-2	-5	1	-9
COc1cccc(CNS(=O)(=O)c2cc3c(cc2C)NC(=O)CO3)c1	-8	-4	13	-0.8	0.3	-1.5	0.1	6	-11	-9	-13
Cc1cc(C)c(S(=O)(=O)c2cc(F)ccc2C)c(Cl)n1	-2	1	-10	2.0	1.3	-1.4	-0.7	-2	-11	3	-3
CC[C@@H]1C(c2cccc(C)c2)=NN(c2ccccc2)[C@H]1C(=O)N1CCOC1=O	5	-2	nt	1.5	-0.4	-0.5	0.5	-2	-12	-4	9
COC(=O)C(CCSC)NC(=O)C12CC3CC(CC(C3)C1)C2 (stereo unspecified)	2	4	117	2.6	-2.0	1.3	-0.9	0	-5	-9	7
Nc1nc(SCC(=O)O)[nH]c(=O)c1NC(=O)c1ccco1	-2	1	-15	4.9	-0.5	-1.7	1.8	-2	-2	-2	-10
O=C(CCCc1nc2ccccc2s1)NNC(=O)CCN1CCN(Cc2ccccc2)CC1	6	2	7	1.5	0.6	0.4	1.2	-3	6	-5	-6
Cc1cccc(C)c1C(=NCCN(C)C)c1ccccc1	-5	-4	122	1.2	0.3	-0.8	1.8	-3	-1	-11	18
CC(C)c1ccccc1NC(=O)CN1C(=O)c2ccccc2C1=O	-3	-4	-13	3.0	1.4	0.8	2.9	-2	3	-7	16
O=C(NCc1ccccc1)c1ccc(CSc2ccccc2)o1	0	2	8	3.0	-5.1	1.9	2.7	-1	3	-5	-5
O=C(CN1C(=O)NC2(CCCc3ccccc32)C1=O)NCc1ccco1 (stereo unspecified)	7	-5	8	-1.1	0.9	0.9	5.9	-2	5	6	-23
COc1cc(CNC(=O)C2CC2)ccc1OCc1ccccc1	-1	5	-12	-0.2	2.9	-0.5	4.7	-2	2	-4	-12
O=C(CC(=O)c1ccccc1)Nc1cccnc1	-11	1	0	1.1	-0.7	-0.6	3.0	1	4	6	-1
COc1ccc(-c2nc(-c3ccncc3)no2)c(OC)c1	-1	8	17	2.8	0.4	0.1	0.8	-8	3	2	13
Cc1cccc(OCCN2C(=O)c3ccccc3C2=O)c1	3	2	-10	0.2	0.8	0.8	4.5	-3	-13	-1	-22
O=C(OCc1nc2ccc(Cl)cc2n1CCO)c1ccccc1	-5	5	14	0.7	2.5	-0.5	3.5	-1	-4	3	-4
Cc1onc(-c2ccccc2)c1C(=O)N/N=C/c1ccc(O)c([N+](=O)[O-])c1	11	0	-11	nt	0.0	nt	-4.2	5	-8	1	0
O=C(O)CCC(=O)Nc1ccc(N=Nc2ccccc2)cc1	-7	-1	nt	nt	-0.9	nt	nt	9	-1	2	3
CCCC(=O)Nc1ccc(Cl)c(NC(=O)c2cccnc2Cl)c1	-2	8	2	1.4	0.0	0.4	0.7	-1	5	-12	-20
CC(=O)N1N=C(c2c(-c3ccccc3)c3cc(C)ccc3[nH]c2=O)CC1c1ccco1 (stereo unspecified)	6	-1	142	3.5	1.7	1.6	-0.2	2	-1	1	13
CCc1ccc(C(C)NC(=O)Cn2cnc3c(=O)n(C)c(=O)n(C)c32)cc1 (stereo unspecified)	-2	nt	-10	3.9	2.2	-3.2	3.0	1	7	-6	nt
Cc1ccc(O)c(NC(=O)C2CC(c3cccc(Br)c3)=NO2)c1 (stereo unspecified)	7	1	8	-0.2	0.4	-1.1	4.0	-3	-2	-5	-4
COCCC(=O)N1CCC(Oc2ccc(C(=O)NCc3ccon3)cc2)CC1	-3	2	5	0.8	-6.8	0.0	2.7	1	-5	2	5
CCn1ccnc1CNC(=O)CC1C(=O)NCCN1Cc1ccccc1F (stereo unspecified)	-4	-1	34	-0.7	0.3	-2.6	0.7	2	-4	-11	2
CCN(CC(=O)NCc1cccs1)C(=O)c1cccc(S(=O)(=O)NC)c1	-4	3	-7	0.8	-0.4	1.3	0.1	-3	-6	3	-6
COC(=O)c1sc(N)c(C(=O)OC)c1COC(=O)CNS(=O)(=O)c1ccc(C)c(C)c1	-4	3	11	0.0	-3.8	1.7	5.1	4	2	-5	10
Cc1cccc(CN(C)CCc2ccccn2)c1	-5	0	486	0.1	1.1	2.9	0.0	1	8	8	13
CCn1c(SCC(=O)NNC(=S)Nc2ccc(C)cc2)nnc1-c1ccc(Cl)cc1	0	-2	9	3.4	-0.2	-0.9	5.2	2	-2	-5	22
COC(=O)c1ccccc1NC(=O)CSc1nc(N)cc(=O)[nH]1	3	-2	-30	0.1	0.5	1.9	3.0	2	2	-4	5
O=C(Nc1nc(-c2cc(F)ccc2F)cs1)c1cccc(N2C(=O)CCC2=O)c1	-9	-2	5	0.8	-1.3	2.3	1.8	-4	0	-11	-12
COc1ccc(CN2C(=O)c3cccnc3C2=O)cc1S(=O)(=O)N1CCCCC1	-1	5	-9	2.0	0.7	1.9	2.5	1	-10	-4	-19
CC(C)(C)N1C(=O)[C@H]2[C@@H](c3ccc(Br)cc3)N3C(=O)N(c4cccc(F)c4)C(=O)[C@@]3(Cc3ccccc3)[C@H]2C1=O	-7	3	-26	0.3	-1.0	-3.3	2.3	1	-3	-6	0
CS(=O)(=O)N1CCC(C(=O)Nc2ccccc2F)CC1	2	0	84	-1.3	-1.3	-1.1	1.2	1	2	4	1
Cc1ccc(CNC(=O)CCS(=O)(=O)c2cc3c(cc2C)NC(=O)CO3)cc1	-6	1	-7	-0.5	0.1	-2.7	3.3	0	-15	-4	-4
CC1C=CCC2C(=O)N(c3cccc(C(=O)NCc4ccccc4)c3)C(=O)C12 (stereo unspecified)	6	-1	4	1.8	0.7	-0.7	3.7	-1	-3	5	3
c1cncc(Nc2nc(-c3ccncc3)cs2)c1	2	0	-8	1.2	-1.6	3.3	4.0	0	4	3	-24
O=C(c1cnn(C(=O)COc2ccc(Cl)cc2)c1)c1ccccc1O	-4	-2	53	3.6	-1.2	1.5	4.3	3	-3	2	6
O=C(O)c1cccc(N/N=C/c2ccc(-c3ccccc3)cc2)c1	4	6	nt	nt	1.0	nt	3.1	2	-11	-2	-1
